Compound activity as filed in PubChem BioAssay.
Cardiac RTF inh = cardiac RTF calcium desensitization. P19429+P45379. IANBD-labeled cardiac RTF, Ca2+ fluorescence. inhibition, % at 7.15 µM. hit rate 0.12% among 340,000. AID 493244;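 active = inhibition above the mean inhibition of all tested compounds plus 3 SD, cut at about 17% in these data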;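 also: assay run at fixed EC70 calcium of 1.6 mM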
Rtt109 HAT inh = blocks Candida albicans Rtt109/Vps75 acetyltransferase activity | Q5AAJ8 | purified Rtt109/Vps75, ThioGlo CoA-SH fluorescence, 4 h | inhibition, % at 34.9 µM | hit rate 0.16% among 330,000 | AID 540336;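 active = inhibition of at least 50% in every replicate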
Target sequence (Q5AAJ8 whole entry, looked up): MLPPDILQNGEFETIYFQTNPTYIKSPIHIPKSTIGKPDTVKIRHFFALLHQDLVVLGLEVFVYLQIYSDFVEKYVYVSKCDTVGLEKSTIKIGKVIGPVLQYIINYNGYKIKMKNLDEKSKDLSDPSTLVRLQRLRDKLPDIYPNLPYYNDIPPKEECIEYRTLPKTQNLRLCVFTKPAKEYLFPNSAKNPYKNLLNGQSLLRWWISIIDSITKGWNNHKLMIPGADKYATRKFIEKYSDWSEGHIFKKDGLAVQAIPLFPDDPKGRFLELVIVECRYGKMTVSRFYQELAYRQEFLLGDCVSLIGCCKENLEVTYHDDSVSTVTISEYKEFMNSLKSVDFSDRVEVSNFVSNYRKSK
cardiac RTF act = increases calcium sensitivity of human cardiac regulated thin filaments; AID 493008; P19429+P45379; activation, % at 7.2 µM; IANBD-labeled TnC RTF fluorescence at EC20 calcium; 0% EC20 calcium, 100% full calcium; hit rate 0.24% among 340,000;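 active = activation above the mean over all tested compounds plus 3 SD, cut at about 30% in these data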;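 also: rise in fluorescence read as greater calcium sensitivity of cardiac thin filaments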
CAL PDZ FP-1 = blocks peptide binding to the human CAL PDZ domain; Q9HD26; purified CAL PDZ, TMR-peptide fluorescence polarization, 1 h; inhibition, % at 24.9 µM; hit rate 0.92% among 300,000; AID 602252;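 active = mean inhibition of at least 30% with at least half of replicates also reaching 30%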;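 also: 0% = DMSO neutral control and 100% = excess unlabeled competitor peptide PRC23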
DAGLB inh = diacylglycerol lipase beta (human) inhibition; Q8NCG7; HEK293T DAGLB membrane lysate, EnzChek fluorogenic substrate; inhibition, % at 5.17 µM; hit rate 0.059% among 340,000; AID 504411; in the data active = inhibition above about 34%;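 also: 0% = enzyme with vehicle and 100% = wells lacking enzyme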
PKA-R2B activ = activates the human PKA-R2B holoenzyme complex | PKA-R2B holoenzyme dissociation, Cy5-IP20 fluorescence polarization; R2B truncated from residue 108, S112A mutant; 0% DMSO only, 100% 113 µM cGMP | activation, % at 11.4 µM | hit rate 0.079% among 340,000 | AID 504700;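 active = activation above a cutoff set at the mean over all compounds plus 3 SD, cut at about 18% in these data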;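 also: higher means more holoenzyme dissociation and a rise in polarization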
Target sequence (P31323 whole entry, looked up, other chains not shown, the tested form may be a part): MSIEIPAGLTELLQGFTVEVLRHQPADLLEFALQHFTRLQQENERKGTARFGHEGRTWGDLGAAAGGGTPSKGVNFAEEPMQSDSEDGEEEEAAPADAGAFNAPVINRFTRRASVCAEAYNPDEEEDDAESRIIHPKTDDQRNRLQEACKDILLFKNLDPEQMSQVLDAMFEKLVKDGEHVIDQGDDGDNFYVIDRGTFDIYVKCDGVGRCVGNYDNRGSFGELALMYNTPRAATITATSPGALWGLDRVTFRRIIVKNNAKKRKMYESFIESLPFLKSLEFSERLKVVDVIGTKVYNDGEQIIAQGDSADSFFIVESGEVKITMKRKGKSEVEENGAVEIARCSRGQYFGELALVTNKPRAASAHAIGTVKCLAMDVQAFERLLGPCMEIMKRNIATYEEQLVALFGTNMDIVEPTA
CAL PDZ FP-2 = human CAL PDZ-peptide interaction inhibition | Q9HD26 | purified CAL PDZ, TMR-peptide fluorescence polarization, 1 h | inhibition, % at 20 µM | hit rate 0.02% among 330,000 | AID 504414;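 active = highest replicate inhibition of at least 40%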;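 also: plate controls were DMSO neutral control wells for no effect and unlabeled competitor peptide control wells for full effect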
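System: tagged CAL PDZ domain. Schedule: 1 h room-temperature incubation prior to read. Signal: fluorescence polarization (mP). Measure: percent inhibition from loss of millipolarization.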
LANA DNA inh = inhibitors of KSHV LANA C-terminal domain DNA binding. MBP-C-LANA/FAM-LBS DNA binding, fluorescence polarization. inhibition, % at 9 µM. hit rate 0.078% among 340,000;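 active = highest replicate inhibition at or above 60% at 9 µM, even if other replicates fall short; inactive = all replicates below 60% inhibition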;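 also: 0% = neutral control wells and 100% = 4 µM acridine orange control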
Keap1-Nrf2 PPI = disrupts human Keap1 binding to Nrf2 peptide; Q14145; Keap1 Kelch-Nrf2 peptide fluorescence polarization, 1536-well; inhibition, % at 9.4 µM; hit rate 0.15% among 340,000; AID 504523; in the data active = inhibition above about 12%;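 also: human Keap1 Kelch domain with fluorescein labeled Nrf2 9mer peptide probe; 0% = neutral control wells and 100% = peptide positive control; higher means more block of Keap1 binding to Nrf2 peptide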
SR-BI DiI-HDL act = SR-BI HDL lipid transfer activation; hit rate 0.096% among 320,000; activation, % at 12.5 µM; CHO ldlA[mSR-BI] cells, DiI-HDL uptake fluorescence, 3 h; 100 = double the neutral-control signal;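 active = mean replicate activation of at least 60% and every replicate at or above 60%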;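 also: 0% = median plate neutral-control signal and 100% = twice that signal; values of inactives mirror those of a sister screen read the other way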
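Assay system: CHO ldlA[mSR-BI] cells, LDL receptor-null, SR-BI overexpressing; medium: Ham's F12 with 0.5% BSA, HEPES 25 mM, pH 7.4; also added: DiI-HDL 10 µg/mL; timing: 3 h uptake period with compound, 37 °C; signal: DiI fluorescence, bottom read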
An asterisk follows results filed as active; . = not tested or not shown. No enrichment for hits. About 1.6% of those tested had a hit in this group.

#	smiles	Cardiac RTF inh	Rtt109 HAT inh	cardiac RTF act	CAL PDZ FP-1	DAGLB inh
1	COc1ccc(C(=O)C[n+]2ccc(N)c(C)c2C)cc1	-18	0	5	-1	2
2	COc1cc(OC)cc(C(=O)N[C@H](C(=O)OCC(=O)NC(=O)NC(C)(C)C)C(C)C)c1	-11	-3	-4	-7	-2
3	CCc1sc(C(=O)Nc2cccc(C(C)=O)c2)cc1C	4	52*	-7	-1	-3
4	CCNC(=S)N1CCN(C(c2ccccc2)c2ccccc2)CC1	1	6	-6	-3	-1
5	CCOC(=O)c1c(C)nc(C)c2c(=O)oc3ccccc3c12	8	1	-6	2	-13
6	O=C(Nc1ccc(C(=O)N2CCOCC2)cc1)c1cc(-c2cccnc2)nc2ccc(Br)cc12	-7	13	2	-2	2
7	COc1ccc(C(=O)Nc2cccc(OC(=O)c3ccco3)c2)cc1	-9	-4	-3	-8	-3
8	Cc1cc([N+](=O)[O-])ccc1NCc1cccc([N+](=O)[O-])c1	8	0	-4	-5	0

#	PKA-R2B activ	CAL PDZ FP-2	LANA DNA inh	Keap1-Nrf2 PPI	SR-BI DiI-HDL act
1	-4	.	-0.7	-5	28
2	1	1.4	-1.4	-6	-15
3	-12	-3.0	-2.5	-4	-66
4	0	-0.7	0.4	1	-9
5	-6	-0.9	0.4	1	-3
6	1	-0.3	-0.9	-2	-81
7	-11	-2.2	-0.5	-6	.
8	-4	-2.5	-0.5	2	-32

Later entries:
#	smiles	Cardiac RTF inh	Rtt109 HAT inh	cardiac RTF act	CAL PDZ FP-1	DAGLB inh
9	CSCC[C@H](NC(=O)N1CCn2c1nc1ccccc12)C(=O)NC1CC1	-1	-11	0	-5	-1
10	COc1ccc(/C=C2\SC(=S)N(CCC(=O)N3CCCCC3)C2=O)cc1	6	11	-1	-2	-1
11	COc1ccc(S(=O)(=O)NCc2ccc(C(=O)N(C)Cc3ccco3)cc2)cc1	-1	.	1	-1	-1
12	COc1ccc(C2c3c(C)nn(-c4ccccc4)c3NC(=O)N2c2ccccc2)cc1 (centres undefined)	-9	-2	4	-1	-2
13	Cc1c(N)cccc1[N+](=O)[O-]	1	-12	2	-3	-1
14	CCOC(=O)C1=C(CS(=O)(=O)c2ccccc2)NC(=O)NC1c1ccc(OC)c(OC)c1 (centres undefined)	-23	-1	2	-8	2
15	COc1cccc(N2CC(C(=O)Nc3nnc(SCCC4OCCO4)s3)CC2=O)c1 (centres undefined)	-1	3	2	-4	3
16	Cc1ccccc1CNC(=O)C1CCC(=O)N(C2CC2)C1 (centres undefined)	-10	-5	-1	-5	0

#	PKA-R2B activ	CAL PDZ FP-2	LANA DNA inh	Keap1-Nrf2 PPI	SR-BI DiI-HDL act
9	7	0.8	-0.2	2	11
10	2	-2.7	0.5	4	16
11	7	-3.2	-1.2	-4	-2
12	-15	-3.0	0.0	0	-7
13	-6	-1.3	-0.2	0	7
14	5	0.2	-1.0	0	-9
15	5	-2.4	-0.1	-6	-3
16	2	-2.4	-0.3	4	26

The list continues:
#	smiles	Cardiac RTF inh	Rtt109 HAT inh	cardiac RTF act	CAL PDZ FP-1	DAGLB inh
17	COc1cc(NC(=O)Nc2ccccc2OC)c(OC)cc1NC(=O)CN1CCCCC1	-7	2	-1	-4	4
18	O=C(Cc1ccccc1)NN1C(=O)C2C3C=CC(C3)[C@@H]2C1=O (some centres undefined)	-1	7	2	1	2
19	N#C/C(=C\c1cn[nH]c1-c1ccccc1)C(=O)NC1CCCCCC1	-6	3	2	.	-2
20	CN(C)C(=O)CN1C(=O)NC2(CCc3ccccc32)C1=O (centres undefined)	1	-2	4	-6	0
21	COC(=O)[C@H](CC(C)C)NC(=O)Nc1ccc(S(N)(=O)=O)cc1	-3	8	1	-5	-4
22	CC(OC(=O)c1nc(Cl)ccc1Cl)C(=O)Nc1ccc2c(c1)OCCO2 (centres undefined)	-5	5	12	-2	-4
23	COc1ccccc1C(=O)NCCC(=O)N(C)Cc1cccs1	-4	-2	-8	-3	3
24	COC/C=C/C1=CC2=CC(=O)C(C)(OC(=O)c3cnc4ccccc4n3)C(=O)C2=CN1CCN1CCOCC1 (centres undefined)	-8	6	7	-1	0

#	PKA-R2B activ	CAL PDZ FP-2	LANA DNA inh	Keap1-Nrf2 PPI	SR-BI DiI-HDL act
17	-2	0.5	-0.1	-2	-48
18	0	-0.7	-0.3	0	-4
19	3	-1.5	0.8	1	32
20	-10	-1.7	1.9	-1	-17
21	-9	-2.7	-0.6	1	0
22	-4	-0.8	0.1	2	-42
23	-2	-2.1	-1.8	0	8
24	-13	0.7	1.0	3	16

Reformatted: results already given
item	SMILES	Cardiac RTF inh	Rtt109 HAT inh	cardiac RTF act	CAL PDZ FP-1	DAGLB inh	PKA-R2B activ	CAL PDZ FP-2	LANA DNA inh	Keap1-Nrf2 PPI	SR-BI DiI-HDL act
7	COc1ccc(C(=O)Nc2cccc(OC(=O)c3ccco3)c2)cc1	-9	-4	-3	-8	-3	-11	-2.2	-0.5	-6	.
18	O=C(Cc1ccccc1)NN1C(=O)C2C3C=CC(C3)[C@@H]2C1=O (some centres undefined)	-1	7	2	1	2	0	-0.7	-0.3	0	-4

Later entries.
#	smiles	Cardiac RTF inh	Rtt109 HAT inh	cardiac RTF act	CAL PDZ FP-1	DAGLB inh
25	COc1ccc(S(=O)(=O)N2CCCCCC2)cc1NC(=O)Cc1ccc(OC)c(OC)c1	-6	0	1	-3	-1
26	Cc1onc(-c2ccccc2)c1NC(=O)N(CCC#N)Cc1cccs1	-7	0	-4	1	2
27	O=C(Nc1nc2c(Cl)cccc2s1)C1CC1	0	-1	7	3	-2
28	COc1cc(NC(=O)c2cc(-c3ccccc3Cl)on2)cc(OC)c1OC	-4	0	-3	-8	-3
29	Cc1ccc(Cl)cc1NC(=S)N(CCN(C)C)Cc1cccs1	-1	8	-6	-4	-2
30	CC1(C)Cc2ccccc2-c2n[nH]c(=S)n21	-2	8	1	-2	-1
31	CCOc1ccc(N2CC(C(=O)Nc3nnc(C4CCCCC4)s3)CC2=O)cc1 (centres undefined)	16	-11	-2	-4	1
32	O=C(OCc1ccc([N+](=O)[O-])cc1)c1ccccn1	-3	3	-2	4	-2

#	PKA-R2B activ	CAL PDZ FP-2	LANA DNA inh	Keap1-Nrf2 PPI	SR-BI DiI-HDL act
25	5	-0.5	3.4	-8	3
26	-8	-0.2	0.0	3	17
27	9	-3.9	0.9	-4	28
28	-2	0.7	-2.5	-2	-83
29	-7	-2.8	0.2	2	6
30	2	0.6	0.7	-1	-5
31	-6	-2.3	-0.3	-4	-40
32	-3	-0.1	-0.7	3	20

Grouped by structure: the entries above with two or more sulfur atoms
#	smiles	Cardiac RTF inh	Rtt109 HAT inh	cardiac RTF act	CAL PDZ FP-1	DAGLB inh
10	COc1ccc(/C=C2\SC(=S)N(CCC(=O)N3CCCCC3)C2=O)cc1	6	11	-1	-2	-1
15	COc1cccc(N2CC(C(=O)Nc3nnc(SCCC4OCCO4)s3)CC2=O)c1 (centres undefined)	-1	3	2	-4	3
29	Cc1ccc(Cl)cc1NC(=S)N(CCN(C)C)Cc1cccs1	-1	8	-6	-4	-2

#	PKA-R2B activ	CAL PDZ FP-2	LANA DNA inh	Keap1-Nrf2 PPI	SR-BI DiI-HDL act
10	2	-2.7	0.5	4	16
15	5	-2.4	-0.1	-6	-3
29	-7	-2.8	0.2	2	6

Additional entries
#	smiles	Cardiac RTF inh	Rtt109 HAT inh	cardiac RTF act	CAL PDZ FP-1	DAGLB inh
33	COc1ccc(OC)c(-c2csc(N(CC3CCCO3)C(=O)Cc3ccccc3)n2)c1 (centres undefined)	-10	-4	0	2	-11
34	CS(=O)(=O)N(Cc1ccc(C(=O)NN=C2CCCCCC2)cc1)c1ccccc1	5	-1	-2	-2	-3
35	COc1ccccc1CNC(=O)C(=O)NCC1OCCN1S(=O)(=O)c1ccc2c(c1)OCCO2 (centres undefined)	-4	-2	-4	.	-3
36	Cc1ccc2c(C)c(C(=O)N(Cc3ccc(F)cc3)C3CCS(=O)(=O)C3)oc2c1 (centres undefined)	2	25	0	-7	1
37	O=C(Nc1ccccc1N1CCOCC1)c1cc2c(s1)CCCCC2	15	-5	-1	-3	-8
38	Cc1cc(CSc2ccccc2)ccc1NC(=O)c1ccc(CN2CCOCC2)cc1	-9	-3	-5	-5	-3
39	Cc1cccc(NC(=O)C(CC(C)C)NC(=O)C2CCC(C)CC2)n1 (centres undefined)	-7	-1	-3	-5	-4
40	COc1ccc(Cc2nc(=S)[nH][nH]2)cc1Br	0	13	-1	.	-1

#	PKA-R2B activ	CAL PDZ FP-2	LANA DNA inh	Keap1-Nrf2 PPI	SR-BI DiI-HDL act
33	-7	-0.7	-1.5	4	-39
34	-8	-1.5	0.7	-3	-2
35	-7	-0.6	-0.1	-6	5
36	0	-3.3	0.7	-1	1
37	-13	-2.4	-0.7	-6	-57
38	0	-0.9	1.7	3	2
39	1	-2.3	-1.1	-1	.
40	2	-0.3	-0.4	2	6

Further compounds follow.
#	smiles	Cardiac RTF inh	Rtt109 HAT inh	cardiac RTF act	CAL PDZ FP-1	DAGLB inh
41	CCOc1ccc(C(=O)n2cc(C(=O)OC)c3ccccc32)cc1	-3	-5	-2	-3	-8
42	CCNC(=O)COc1ccc(OCc2ccccc2)cc1	-2	0	8	1	-1
43	CCOC(=O)C1CCN(C(=O)CSc2c3c(nc4ccccc24)CCC3)CC1	-4	2	0	-2	-1
44	COC(=O)c1cc(NC2c3ccccc3C(=O)N2c2ccc(Cl)cn2)cc(C(=O)OC)c1 (centres undefined)	2	-6	-4	-4	-5
45	COc1cccc(C(=O)O[C@H]2[C@H](C)NS(=O)(=O)[C@H]3C[C@@H]4C=C[C@]23O4)c1	-4	-7	0	-2	1
46	C=CCOc1c(Br)cc(CNc2nccs2)cc1OC	-7	14	1	-2	-1
47	Cn1cnc(S(=O)(=O)NCc2ccccc2)c1	6	-10	5	-5	0

#	PKA-R2B activ	CAL PDZ FP-2	LANA DNA inh	Keap1-Nrf2 PPI	SR-BI DiI-HDL act
41	-12	-0.2	-0.4	-1	-27
42	-5	-0.2	0.7	-8	23
43	-8	-0.7	1.4	-22	25
44	-2	1.6	-1.0	1	-58
45	0	-0.2	0.8	-1	10
46	-10	-0.3	-0.7	0	-5
47	4	0.1	-1.7	-3	5
